Compound activity deposited in PubChem BioAssay by several laboratories.
SUMO1-SIM PPI – modulators of human SUMO1-mediated protein-protein interactions | P63165 | SUMO1 binding to a labelled peptide, TR-FRET, 1 h | inhibition, % at 20 µM | 0.33% of 360,000 active | AID 602429; in the data active = inhibition above about 37%
TbMetRS inhib – blocks T. brucei methionyl-tRNA synthetase activity | purified T. brucei MetRS, ATP depletion, Kinase-Glo luminescence | inhibition, % at 11.9 µM | 0.4% of 360,000 active | AID 624268;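 active = inhibition above a per-plate cutoff of the control wells' mean inhibition plus 3 SD, cut at about 5.5% in these data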;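 note: 0% = DMSO wells median and 100% = median of wells with control inhibitor compound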
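Dosing: 11.9 µM single point; system: parasite MetRS enzyme; technique: luminescence of leftover ATP; times: 15 min enzyme-compound preincubation, 2 h reaction, 10 min detection, 25 °C; replicates: each compound tested once; read-out basis: percent inhibition relative to median high and low control wells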
MsrA inh – inhibits bovine methionine sulfoxide reductase A; purified bovine MsrA, absorbance read-out; inhibition, % at 15.5 µM; 0.75% of 360,000 active; in the data active = inhibition above about 4.5%;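 note: 0% = vehicle wells with enzyme and 100% = reference inhibitor wells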
MsrA act – activates bovine MsrA enzyme | purified bovine MsrA, absorbance read-out | activation, % at 10.6 µM | 0.3% of 360,000 active | AID 602163; in the data active = activation above about 7.5%;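 note: 0% = vehicle and 100% = reference activator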
LMPTP inh – blocks human LMPTP phosphatase | inhibition, % at 20 µM | 0.22% of 360,000 active | recombinant LMPTP-A, OMFP fluorogenic substrate, fluorescence intensity | AID 651560;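 active = compounds that cut the enzyme signal by at least half of the control window in the single-dose screen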;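 note: plate controls were DMSO wells with enzyme plus substrate for no effect and substrate without enzyme for full effect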
Target sequence (P24666 whole entry, looked up): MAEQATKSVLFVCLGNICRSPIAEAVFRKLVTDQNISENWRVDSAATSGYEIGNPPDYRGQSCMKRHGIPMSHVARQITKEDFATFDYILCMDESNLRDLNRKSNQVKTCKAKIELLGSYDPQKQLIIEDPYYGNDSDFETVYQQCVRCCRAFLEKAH
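material = LMPTP-A | quantity = 0.625 nM enzyme | reagent = OMFP substrate, 400 µM final | buffer or medium = Bis-Tris pH 6.0, DTT, detergent | detection = endpoint fluorescence intensity from OMFP dephosphorylation | dosing = single 20 µM dose | read-out basis = % inhibition relative to no-enzyme and uninhibited control wells | control set = no-enzyme and uninhibited controls | timing = 50 min at room temperature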
STEP inh – inhibitors of human striatal-enriched phosphatase STEP; P54829; recombinant STEP, OMFP fluorogenic substrate, fluorescence; inhibition, % at 20 µM; 0.25% of 360,000 active; AID 588621;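 active = inhibition at 20 µM, scaled per plate between control wells, above about 37%, limit read from the data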;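 note: 0% = DMSO with enzyme and substrate and 100% = substrate only without enzyme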
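Test system: STEP tyrosine phosphatase / Reagent: OMFP at 25 µM / Doses: 20 µM, 1% DMSO / Read-out: percent inhibition scaled to no-enzyme and uninhibited-enzyme controls, plate-pattern corrected / Detection: FITC-channel fluorescence of OMFP product / Medium: Bis-Tris buffer pH 6.0, 2.5 mM DTT, 0.005% Tween 20 / Schedule: 20 min at room temperature, dark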
eLon inh – inhibitors of E. coli Lon protease. P0A9M0. purified E. coli Lon protease, fluorescence polarization. inhibition, % at 7.94 µM. 0.42% of 360,000 active; in the data active = inhibition above about 13%, passing the limit was not always enough;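 note: 0% = enzyme with probe and DMSO and 100% = no enzyme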
DNMT1 block – blocks human DNA methyltransferase DNMT1 | P26358 | DNMT1 molecular beacon, Hinp1I cleavage, fluorescence | inhibition (reported as % activation of signal), % at 10 µM | 0.83% of 360,000 active | AID 588458; in the data active = inhibition above about 50%
Scp1 inh – Scp-1 (human) phosphatase inhibition. Q9GZU7. Recombinant Scp1, phosphopeptide, malachite green phosphate absorbance. inhibition, % at 20 µM. 0.88% of 340,000 active. AID 493091;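 active = inhibition above about 50% at 20 µM, limit read from the data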;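 note: plate controls were DMSO wells with enzyme for no effect and wells lacking enzyme for full effect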
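Test system: SCP-1 phosphatase catalytic domain, residues 76-261 | Compound dosing: One concentration, 20 µM, with 1.0% DMSO | Schedule: 45 min room-temperature reaction, 5 min colour, 30 min stabiliser | Detection: Absorbance at 630 nm | Read-out basis: % inhibition of SCP-1 phosphate liberation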
NRP1-CendR mod – modulators of CendR peptide binding to human neuropilin-1; inhibition, % at 25 µM; FAM-RPARPAR peptide binding to NRP-1, fluorescence polarization; 0.85% of 360,000 active; AID 602438; O14786;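 active = inhibition or corrected inhibition above about 18%, plus a signal ratio from 0.5 to 1.5, limit read from the data, passing the limit was not always enough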; note: strong numbers were not always called active
Target sequence (O14786 whole entry, looked up): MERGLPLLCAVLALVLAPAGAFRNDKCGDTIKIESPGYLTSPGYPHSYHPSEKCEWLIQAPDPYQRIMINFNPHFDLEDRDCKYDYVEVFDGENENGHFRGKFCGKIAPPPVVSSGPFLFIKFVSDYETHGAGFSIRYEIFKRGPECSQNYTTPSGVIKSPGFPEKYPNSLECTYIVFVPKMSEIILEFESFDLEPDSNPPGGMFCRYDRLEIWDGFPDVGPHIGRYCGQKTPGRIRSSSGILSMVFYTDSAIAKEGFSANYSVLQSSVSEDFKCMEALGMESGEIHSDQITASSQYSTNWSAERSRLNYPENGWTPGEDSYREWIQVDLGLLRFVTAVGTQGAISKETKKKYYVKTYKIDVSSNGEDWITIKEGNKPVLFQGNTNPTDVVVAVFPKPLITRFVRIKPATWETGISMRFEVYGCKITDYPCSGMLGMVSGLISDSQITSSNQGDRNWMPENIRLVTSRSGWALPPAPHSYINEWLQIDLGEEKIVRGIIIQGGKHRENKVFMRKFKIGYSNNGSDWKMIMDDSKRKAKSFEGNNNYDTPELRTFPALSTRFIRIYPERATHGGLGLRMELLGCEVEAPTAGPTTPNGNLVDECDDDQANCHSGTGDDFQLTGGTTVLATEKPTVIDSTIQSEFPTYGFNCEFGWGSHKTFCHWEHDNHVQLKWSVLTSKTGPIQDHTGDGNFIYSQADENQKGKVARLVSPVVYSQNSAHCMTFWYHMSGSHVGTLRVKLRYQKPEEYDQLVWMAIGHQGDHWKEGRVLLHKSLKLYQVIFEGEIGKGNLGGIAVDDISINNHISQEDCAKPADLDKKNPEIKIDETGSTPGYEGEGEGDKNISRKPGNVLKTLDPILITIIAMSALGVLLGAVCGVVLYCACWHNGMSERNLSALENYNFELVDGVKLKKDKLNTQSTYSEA
* marks the source's active call; other numbers are inactive results; nt = no result given.

SMILES | SUMO1-SIM PPI | TbMetRS inhib | MsrA inh | MsrA act | LMPTP inh | STEP inh | eLon inh | DNMT1 block | Scp1 inh | NRP1-CendR mod
C=CCSC1=C(C#N)C(c2ccccc2OCC)CC(=O)N1 (centres undefined) | -1 | -0.2 | -1.5 | -1 | -0.2 | 2 | -2 | 0 | 1 | 2
CC(=O)Nc1sc(C)c(C)c1C(=O)OCC(=O)Nc1cc(S(C)(=O)=O)ccc1Cl | -1 | 1.7 | -0.5 | -4 | -0.3 | 1 | -14 | 1 | 12 | -51
CCCCCCSc1ncc(C#N)c(N)n1 | 6 | -0.6 | -1.2 | -13 | 0.3 | -1 | -4 | -1 | -10 | -12
COc1ccc2cc(CN(CC3CCCO3)C(=S)NCc3ccco3)c(=O)[nH]c2c1 (centres undefined) | -1 | -0.5 | 0.6 | -2 | 0.4 | 1 | 5 | -3 | 5 | -9
Cc1cccc(C(=O)NNC(=O)C2CC2)c1 | 0 | -0.3 | 0.3 | -4 | 0.4 | 0 | -7 | 4 | 4 | 8
NC(=O)[C@@H]1CCCCNc2c(I)cc([N+](=O)[O-])cc2C(=O)N[C@@H](CCC(=O)O)C(=O)N[C@@H](CO)C(=O)N1 | 11 | -0.3 | 1.8 | -3 | 0.6 | 1 | 2 | 42 | 16 | -35
CNC(=O)c1ccc(CN(C)C(=O)/C=C/c2ccc(S(=O)(=O)N3CCCCCC3)cc2)cc1 | -25 | -0.2 | 1.4 | -4 | 0.4 | 1 | 6 | -1 | nt | 0
Cn1cc(C2N3CC4(C)CN2CC(C)(C3)C4=O)c2ccccc21 (centres undefined) | 6 | -0.8 | 1.1 | -2 | 1.0 | 2 | 8 | 4 | -3 | 13
N#CCC(=O)Nc1ccc(C(=O)NCc2cccc(Cl)c2)cc1 | 4 | 0.8 | 1.4 | -2 | 1.0 | -3 | -21 | -17 | -4 | -21
COc1ccc(/C=N\Nc2ccc([N+](=O)[O-])cc2[N+](=O)[O-])c(C(=O)O)c1OC | -34 | -0.3 | -0.2 | -2 | 1.8 | 1 | -4 | -3 | -8 | 10
Cc1cccc2cc(-c3nc4ccc(C(=O)O)cc4[nH]3)c(=O)oc12 | -4 | 0.0 | nt | -4 | 3.6 | 18 | -5 | 0 | 58* | -96
COc1cccc(CN2CC(C(=O)N(C)CC3CCOCC3)CCC2=O)c1 (centres undefined) | 19 | -0.3 | 0.9 | -8 | -1.9 | 2 | -10 | 2 | 1 | -6
O=C(Nc1ccc2oc(-c3ccccc3)nc2c1)c1ccccc1F | 2 | -1.6 | 0.4 | -2 | 0.4 | 2 | -9 | -6 | -16 | -8
COc1ccc(Br)c(C(=O)NC(C)(C)CO)c1 | 0 | -0.1 | 0.3 | -2 | -1.5 | 1 | 0 | -1 | 8 | 6
Cn1c(=O)oc2cc(S(=O)(=O)CCC(=O)NCCc3ccccc3)ccc21 | -1 | -0.7 | 1.1 | -4 | -0.2 | 1 | -5 | 2 | 1 | -3
Cc1cc(C)n(-c2ccc(C(=O)NCCCN3CCOCC3)cc2)n1 | 5 | -0.5 | 1.9 | 0 | -0.2 | -2 | -8 | -5 | -4 | 4
COc1ccc2c(c1)C1(Nc3ccccc3-c3nc4ccccc4n31)C(=O)N2 (centres undefined) | 4 | 0.4 | -0.2 | 8.7* | -0.5 | -20 | -8 | -3 | -5 | 4
Cc1cccc(NC(=O)CN2C(=O)N/C(=C\c3cccn3-c3cccc(C(=O)O)c3)C2=O)c1 | -14 | 0.4 | 2.8 | -9 | -0.4 | 3 | -7 | 34 | 18 | -8
O=C(CCNS(=O)(=O)c1cccs1)NCc1cccs1 | 1 | -0.5 | -1.1 | -1 | -1.8 | -1 | 14 | 2 | 5 | 4
C=CC1=C(C(=O)O)N2C(=O)[C@@H](NC(=O)/C(=N\OCC(=O)O)c3csc(N)n3)[C@H]2SC1 | 56* | -0.9 | 1.7 | -8 | 24 | 85* | -5 | 81* | 71* | -32
CCc1nnc(NC(=O)c2oc3cc(C)c(C)cc3c2C)s1 | -3 | 0.0 | 0.9 | -5 | -1.1 | 1 | -6 | 53* | -2 | -5
O=C(NCc1ccccn1)c1cc(S(=O)(=O)N2CCCCC2)ccc1Cl | 5 | -0.2 | -0.7 | 4 | -0.3 | -1 | -4 | 1 | -1 | 4
Cc1ccc(Cl)cc1N1CCN(S(=O)(=O)c2c(C)[nH]c(C)c2C(=O)N2CCCC2)CC1 | 7 | -0.7 | 2.3 | -2 | -0.8 | 2 | 6 | -2 | -4 | 14
COc1ccccc1N(CC(=O)N1CCCC1)S(=O)(=O)c1ccc(C)cc1 | -2 | 0.0 | -0.5 | -4 | -1.3 | -1 | 3 | 4 | -4 | -16
CCc1ccc(C(=O)NNC(=O)C2CC(=O)N(Cc3ccccc3)C2)cc1 (centres undefined) | -2 | -0.6 | -1.1 | -5 | -1.6 | -3 | 12 | 1 | -7 | 6
CC(C)c1cc(C(=O)N2CCCC(Nc3ccc(F)cc3)C2)nc(N)n1 (centres undefined) | 1 | 0.1 | 0.2 | -3 | -1.5 | -1 | -7 | 2 | -2 | 11
O=C(Nc1ccsn1)c1ccc(Cl)cc1Cl | 2 | 0.2 | -0.2 | -3 | -1.0 | -1 | 8 | 0 | -1 | -1
COc1ccc(C)c2sc(N(CCN(C)C)C(=O)c3ccc(S(=O)(=O)N(C)c4ccccc4)cc3)nc12 | 3 | -0.2 | 0.2 | -2 | -0.7 | 1 | -9 | -4 | nt | -12
CC(OCCN(C)C)C(=O)C12CC3CC(CC(C3)C1)C2 (centres undefined) | 1 | 0.1 | -1.4 | -1 | -4.8 | 0 | -2 | 1 | -2 | 5
O=C1c2ccccc2C(=O)N1CCN1CCc2ccccc21 | -10 | 0.2 | -0.4 | 1 | 3.2 | -2 | 3 | -4 | -3 | -6
CCN(CC(=O)Nc1ccccc1C(F)(F)F)C(=O)c1ccc2c(c1)NC(=O)C(C)S2 (centres undefined) | 1 | -0.4 | 0.6 | -5 | -0.3 | -1 | 4 | 6 | nt | -5
COc1cc(C(C)=O)ccc1OCC(O)CNCC(O)c1ccccc1 (centres undefined) | -2 | 0.3 | 0.3 | -1 | -1.6 | 1 | 2 | 1 | -13 | 8
COC(=O)c1ccc(Sc2ccccn2)c([N+](=O)[O-])c1 | -22 | 0.4 | 1.0 | -2 | -0.5 | 0 | 0 | -6 | 7 | 18
CCOCCCn1c(SCC(=O)Nc2ccccc2)nc2ccccc2c1=O | 10 | -2.1 | 0.5 | -1 | 0.4 | -2 | 1 | 3 | -10 | 8
CC(C)CN1C(=O)C(NC(=O)C2CC2)(C(F)(F)F)C2=C1CC(C)(C)CC2=O (centres undefined) | -2 | 0.0 | 0.5 | -6 | -0.5 | -2 | 6 | 5 | -4 | 6
CCOC(=O)CC1(C)Oc2cc(Cl)ccc2N1S(=O)(=O)c1ccc(C)cc1 (centres undefined) | 2 | -0.7 | 2.0 | nt | 2.0 | nt | nt | nt | nt | -5
CSc1nc(Oc2ccc(Cl)cc2)c2sccc2n1 | 4 | 0.0 | 1.3 | 0 | 3.3 | 0 | 1 | -3 | -2 | -6
COc1ccc(N(C)C(=O)C2CCN(S(=O)(=O)c3cccc4nonc34)CC2)cc1 | -36 | -0.6 | -0.1 | -2 | -1.1 | -2 | -5 | 3 | 12 | 11
CCOC(=O)N1CCc2c(sc3ncn(C)c(=O)c23)C1 | 6 | 2.9 | -0.5 | 0 | -1.8 | 1 | -5 | -1 | -7 | 2
N#CC1(NC(=O)COc2cc(F)ccc2[N+](=O)[O-])CCCCC1 | -10 | -0.3 | -0.2 | -2 | -0.7 | -2 | 0 | 2 | -3 | 2
O=[N+]([O-])c1ccc(NCCN2CCOCC2)c([N+](=O)[O-])c1 | -39 | 0.3 | 2.2 | -6 | -0.7 | -2 | -10 | 11 | -5 | 16
CN(CCc1ccccn1)c1ccccc1 | 2 | -0.2 | 2.0 | -5 | 0.2 | 0 | -13 | 3 | -4 | 14
COc1ccc(Cl)cc1C=CC=Nc1ccc(S(N)(=O)=O)cc1 | 2 | -0.3 | 1.6 | -2 | -0.4 | -3 | -13 | -37 | 0 | 1
CC(C)(C)CNC(=O)[C@]1(C)CCC[C@@]2(C)C3CC[C@@]4(C)C[C@]3(CCC21)CC4=O (some centres undefined) | 9 | 0.6 | 1.8 | -1 | 0.3 | 0 | -1 | 6 | -6 | 8
CC(OC(=O)CNS(=O)(=O)c1ccc(C#N)cc1)C(=O)Nc1cccc(C#N)c1 (centres undefined) | 1 | -0.2 | 3.1 | -4 | 0.0 | 2 | -1 | 2 | -2 | -1
O=C(CSc1nc2ccccc2c(=O)n1-c1ccccc1F)Nc1ccc2c(c1)CCC2 | 2 | -0.3 | -0.9 | -4 | 2.5 | 1 | 7 | -5 | -8 | 5
O=C(COC(=O)/C=C/c1ccc2ccccc2n1)NNC(=O)c1ccccc1 | 0 | 0.1 | 0.6 | 0 | 2.3 | -3 | -27 | 0 | nt | -60
Cc1ccc(-c2ccc(SCC(=O)Nc3ccc4c(c3)OCCO4)nn2)cc1 | 3 | -0.3 | -0.9 | -3 | 2.4 | 2 | 0 | -4 | -6 | -22

The closing four entries of the part above are carried over, then new ones follow.
SMILES | SUMO1-SIM PPI | TbMetRS inhib | MsrA inh | MsrA act | LMPTP inh | STEP inh | eLon inh | DNMT1 block | Scp1 inh | NRP1-CendR mod
CC(OC(=O)CNS(=O)(=O)c1ccc(C#N)cc1)C(=O)Nc1cccc(C#N)c1 (centres undefined) | 1 | -0.2 | 3.1 | -4 | 0.0 | 2 | -1 | 2 | -2 | -1
O=C(CSc1nc2ccccc2c(=O)n1-c1ccccc1F)Nc1ccc2c(c1)CCC2 | 2 | -0.3 | -0.9 | -4 | 2.5 | 1 | 7 | -5 | -8 | 5
O=C(COC(=O)/C=C/c1ccc2ccccc2n1)NNC(=O)c1ccccc1 | 0 | 0.1 | 0.6 | 0 | 2.3 | -3 | -27 | 0 | nt | -60
Cc1ccc(-c2ccc(SCC(=O)Nc3ccc4c(c3)OCCO4)nn2)cc1 | 3 | -0.3 | -0.9 | -3 | 2.4 | 2 | 0 | -4 | -6 | -22
C=CCNC(=O)/C(C#N)=C/c1c(N2CCN(c3ccc(OC)cc3)CC2)nc2c(C)cccn2c1=O | -21 | -0.5 | 2.3 | -4 | 1.4 | 0 | 2 | -5 | -4 | 1
CCC1Sc2ccccc2N(CC(=O)NC2CCCC2)C1=O (centres undefined) | 1 | 0.5 | 0.2 | -1 | -0.9 | 2 | 7 | 12 | 1 | 1
Cc1nc([N+](=O)[O-])c(Br)n1CC(=O)c1cccc([N+](=O)[O-])c1 | -17 | 1.0 | 0.5 | -4 | 0.3 | 0 | 1 | 3 | -10 | 5
COc1ccc(CC(=O)NNS(=O)(=O)c2ccccc2)cc1OC | 3 | -0.5 | -1.9 | -1 | 0.4 | -3 | 1 | 8 | -3 | 1

The order is random; about 4.3% have a hit in one of these screens.
